Screens from PubChem.
sdo1 growth: restores growth of sdo1-depleted yeast; S. cerevisiae sdo1-depleted JHY4D growth rescue, OD600 30 h; active compounds read high; pdr5 snq2 efflux-pump mutant strain; z-score at 10 µM; 140,000 compounds, 0.21% hits; AID 817;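 active = z-score above 3 at both the 24 hr and the 30 hr optical density reads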;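 also: z-score against mean and SD of all compound wells on the same plate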
INS promoter inh: TRM-6 insulin promoter activity inhibition. AID 1273. TRM-6 cells (human fetal islet line), insulin promoter-eGFP reporter, imaging; reporter expression induced with tamoxifen. inhibition, % at 2 µM. 130,000 compounds, 0.9% hits;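 active = inhibition above the mean plus 3 SD, with well images judged a real hit on visual review, cut at about 60% in these data, passing the limit was not always enough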
sdo1 growth Rescue 24 h: further read-out of sdo1 growth, marked with its call; z-score; S. cerevisiae sdo1-depleted JHY4D growth rescue, OD600; measured here: growth rescue at 24 h;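 0 is the plate mean of compound wells and units are plate SD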
Active calls of the source: *; i = inactive; / = no result given. Not a hit list. Share with any hit: about 0.99%.

SMILES | sdo1 growth | sdo1 growth Rescue 24 h | INS promoter inh
CCC1(C)Cc2c(sc3nc4n(c(=O)c23)CCCS4)CO1 (stereo unspecified) | / | / | 19
CCN(Cc1ccccc1)C(=O)c1ccccc1C | -0.59 | -1.1 | 47
Cc1cc(-c2nc3cccnc3s2)ccc1NS(=O)(=O)c1ccc2c(c1)OCCO2 | -1.3 | -1.6 | /
CCCCN(C)CCNC(=O)CSCc1ccc(C)cc1 | / | / | 17
O=C(O)CCC(=O)Nc1nc2ccc([N+](=O)[O-])cc2s1 | / | / | -93
CSCCC1NC(=O)N(CC(=O)Nc2cccc3ccccc23)C1=O (stereo unspecified) | 0.38 | -0.08 | 53
CCOC(=O)/C(=N\Nc1ccccc1[N+](=O)[O-])c1csc(Nc2ccccc2)n1 | / | / | 0
O=C(Nc1ncc(Cc2ccc(SC(F)F)cc2)s1)c1ccccc1 | 0.04 | 0.58 | -6
S=c1[nH]nc(-c2ccc3c(c2)OCO3)n1-c1ccccc1 | 1.6 | 1.2 | /
Cc1ccnc(NS(=O)(=O)c2cccc3nsnc23)c1 | 1.7 | 1.8 | /
O=C(CN(Cc1ccccc1)S(=O)(=O)c1ccccc1)N/N=C/c1ccc([N+](=O)[O-])cc1 | -2 | -1.3 | 15
CCOc1ccc(OCCN2C(=O)NC(Cc3c[nH]c4ccccc34)C2=O)cc1 (stereo unspecified) | 0.08 | 0.25 | i
CCCCN(C)CCCNC(=O)c1cc(=O)[nH]c2ccc(S(=O)(=O)N3CCCCC3C)cc12 (stereo unspecified) | / | / | 29
COc1ccc(N2C3=C(CC4=C2CCCC4=O)C(=O)CCC3)cc1 | 0.25 | 0.99 | 18
N#Cc1c(-c2ccccc2)ccn(Cc2ccc(Cl)cc2)c1=O | -1.4 | -0.91 | -9
CC1Cc2ccccc2N1C(=O)C1CCN(S(=O)(=O)c2cccs2)CC1 (stereo unspecified) | 1 | 0.97 | /
CCN(CC(=O)NCc1cccs1)c1ccc(S(=O)(=O)N2CCCC2)cn1 | / | / | -33
CS(=O)(=O)N(Cc1ccccc1Cl)c1ccc(C(=O)NCc2ccccn2)cc1 | 0.24 | -0.23 | -29
COc1ccc(CCNC(=O)CSc2ccc3ccccc3c2)cc1OC | -0.64 | -0.97 | /
O=C(c1sc2ccccc2c1Cl)N1CCN(c2ccccc2F)CC1 | -0.08 | -0.32 | /
CCOc1ccc(-n2c(=O)[nH]cc(C(=O)N3CCc4ccccc43)c2=O)cc1 | -0.48 | -0.89 | -21
CSc1nnc(C)c(/C=C/NOCc2cccc(F)c2)n1 | / | / | 0
COc1ccc2c(C)cc(SCC#N)nc2c1 | -0.15 | -0.49 | -167
CCOC(=O)N1CCC(NC(=O)Cn2cc3c(n2)CCCC3)CC1 | 1.7 | 1.2 | 60
Nc1ccccc1C(=O)N(Cc1ccccc1)Cc1ccccc1 | -0.7 | -0.83 | -188
COc1ccc(OC)c(CN2C(=O)c3ccccc3C2C(=O)NCC2CCCO2)c1 (stereo unspecified) | / | / | -165
Nc1cc(Oc2ccc(F)cc2F)cc([N+](=O)[O-])c1 | / | / | 7
CCOC(=O)c1cnc(-n2[nH]c(C)cc2=O)[nH]c1=O | / | / | 60
CCN(CC)C(=O)CSc1nc(N)c(C(=O)Nc2ccc(OC)cc2)s1 | 0.49 | 0.74 | -15
Cc1cccc2nc(-c3cccc(NC(=O)Cc4ccccc4)c3)cn12 | -0.82 | -0.6 | /
CCOC(=O)COn1c(=O)c[n+]([O-])c2ccccc21 | -0.02 | -0.34 | 100*
CC(C)CCN1CCN(Cc2ccc(Sc3nncn3C)o2)CC1CCO (stereo unspecified) | / | / | 7
O=C(NCc1ccccc1Cl)c1ccc(S(=O)(=O)Nc2cccc(C(F)(F)F)c2)cc1 | -0.58 | -0.16 | -17
CCOC(=O)C1CCCN(C(=O)CCNS(=O)(=O)c2ccc3c(c2)CCC(=O)N3)C1 (stereo unspecified) | 0.88 | -0.88 | /
COCCN(C(=O)c1csnn1)C(C(=O)NC1CCCCC1)c1sccc1C (stereo unspecified) | -0.24 | -0.89 | -57
COc1cccc(OC)c1CNC(=O)CCSCc1ccccc1F | / | / | -67
CSc1ncccc1C(=O)OCC(=O)NC(N)=O | 0.51 | 0.27 | 16
NC(=O)CSc1nc(N)c2c3c(sc2n1)CCCCC3 | 0.48 | 0.41 | 35
O=S(=O)(Cc1ccccc1)N1CCN(Cc2ccc3c(c2)OCO3)CC1 | -1.4 | -1.2 | -68
COc1ccc(C2CC2/C(=N/O)c2ccccc2)cc1 (stereo unspecified) | / | / | 0
Cc1ccc(NC(=O)Cn2c(C)cc(C)c(C#N)c2=O)c(Cl)c1 | 0.5 | -0.06 | /
CCOC(=O)c1nnn(-c2nonc2N)c1CSc1ccccc1 | -0.58 | -0.59 | -14
Nc1ccc(C(=O)c2cccs2)cc1[N+](=O)[O-] | / | / | 12
COc1cc(/C=C(\C#N)c2nc3ccccc3[nH]2)ccc1OC(=O)c1ccco1 | 0.21 | 1.7 | -36
COc1ccc2nc(C)c(C(=O)NN)cc2c1 | -0.08 | -1.1 | 8
CCn1cnc2c1c(=O)n(Cc1nnc3n1-c1ccccc1SC3)c(=O)n2Cc1ccccc1 | 0.24 | -0.58 | /
CCNc1nnc(-c2ccccc2OC)s1 | -0.53 | -1 | -17
NC(=S)n1[nH]c(-c2ccc([N+](=O)[O-])cc2)c(N=Nc2cccc(Cl)c2)c1=O | / | / | 6
O=C(NCc1ccco1)c1ccc(COc2ccccc2Cl)cc1 | -1.5 | -1.3 | /
CCN(CC)C(=O)Cn1cc(C(=O)C(=O)NCC2COc3ccccc3O2)c2ccccc21 (stereo unspecified) | / | / | -38
(list continues)
SMILES | sdo1 growth | sdo1 growth Rescue 24 h | INS promoter inh
Cc1cccc(-n2c(N)cc(=O)nc2SCC(=O)Nc2nnc(CC(C)C)s2)c1 | 0.34 | 0.2 | 17
Cn1c(CCNC(=O)c2cccs2)n[nH]c1=S | 0.84 | 1.1 | -47
N/C(=N\OC(=O)Oc1ccccc1)c1ccc(Br)cc1 | 0.28 | 0.16 | -493
CS(=O)(=O)N(CC(=O)N1CCc2ccccc2C1)c1ccc2c(c1)OCO2 | 0.29 | -0.14 | -13
CC1=NN(C(=O)COc2ccccc2C)C(O)(c2ccc(Cl)cc2)C1 (stereo unspecified) | -0.59 | -1 | /
Oc1ccc(/C=N/Nc2ccc3ccccc3c2)c(O)c1 | / | / | 7
COC(=O)c1cc(NC(=O)CN(c2cccc(OC)c2)S(=O)(=O)c2ccccc2)ccc1Cl | -0.06 | 0.31 | /
O=C1C2C(C(=O)N1c1ccc3c(c1)OCO3)C1C=CC2C12CC2 (stereo unspecified) | 0.33 | 0.27 | 21
Cc1cc(NC(=O)CSc2nnnn2C2CCCC2)no1 | -0.17 | -1.3 | 20
CCC(NS(=O)(=O)c1c(C)[nH]c(=O)[nH]c1=O)C12CC3CC(CC(C3)C1)C2 (stereo unspecified) | 0.46 | -0.09 | 0
CC(=O)Nc1nc(-c2ccc(Br)s2)cs1 | -0.35 | 0.69 | -12
CCOC(=O)/C(C#N)=C/c1cn(CCOc2ccc(OC)cc2)c2ccccc12 | -0.34 | -0.68 | 13
N#Cc1c(Oc2ccc3ccccc3c2)sc(C(=O)c2ccccc2)c1N | -0.89 | 0.12 | 56
CC(Nc1cccc2ccccc12)C(=O)N/N=C/c1ccccn1 (stereo unspecified) | -0.69 | -0.5 | -37
O=C(O)c1[nH]nc2c1COc1ccccc1-2 | 0.13 | -0.18 | -78
CC(=O)C1=C(O)C(=O)N(CO)C1c1ccccc1F (stereo unspecified) | 0.65 | 0.76 | -40
CC(=O)c1ccccc1NC(=O)COC(=O)c1ccc2c(c1)nc(C)n2-c1ccccc1 | -0.84 | -0.32 | -31
O=C1C=CCC(/C=C/c2ccccc2)O1 (stereo unspecified) | -0.31 | -0.17 | 24
CCN(CC)c1ccc(N2C(=O)C3CCCCC3C2=O)cc1[N+](=O)[O-] (stereo unspecified) | -0.25 | -0.3 | -33
Cc1cc(C)nc(NC(=O)Nc2ccccc2C(F)(F)F)n1 | -0.21 | 0.07 | -9
O=C(NCCCn1ccnc1)c1ccncc1 | -0.06 | -1.1 | 11
CC(=O)Nc1ccc(S(=O)(=O)c2c(N)n(CCN3CCOCC3)c3nc4ccccc4nc23)cc1 | 1.1 | 0.2 | 3
COC(=O)c1cc(C(C)=O)c(C)[nH]c1=O | / | / | -6
N/C(=N\OC(=O)CC1CCCCC1)c1cccnc1 | -0.52 | -0.12 | /
C/C(CC(=O)Nc1ccc(F)cc1)=N\NC(=O)Cc1csc(N)n1 | 0.7 | 0.21 | /
Cc1c(C=O)c(=O)n(-c2ccccc2)n1-c1ccccc1 | 0.45 | 0.28 | 63
Cc1ccc(NC2OC(CO)C(O)C2O)cc1[N+](=O)[O-] (stereo unspecified) | 2.4 | 1.8 | 40
COc1ccc(S(=O)(=O)c2c(N)n(Cc3ccco3)c3nc4ccccc4nc23)cc1 | 0.92 | 1.6 | -9
CN(Cc1ccccc1)c1nc(N)c([N+](=O)[O-])c(Nc2cccc(F)c2)n1 | -1.6 | -0.94 | 28
Cc1sc2nc(CN(Cc3ccccc3)C(=O)NC3CCCCC3)[nH]c(=O)c2c1C | / | / | -173

As a working copy, two of the compounds above:
SMILES | sdo1 growth | sdo1 growth Rescue 24 h | INS promoter inh
CN(Cc1ccccc1)c1nc(N)c([N+](=O)[O-])c(Nc2cccc(F)c2)n1 | -1.6 | -0.94 | 28
Cc1sc2nc(CN(Cc3ccccc3)C(=O)NC3CCCCC3)[nH]c(=O)c2c1C | / | / | -173

Carrying on.
SMILES | sdo1 growth | sdo1 growth Rescue 24 h | INS promoter inh
CC(C(=O)NCc1ccccn1)N1C(=O)c2ccccc2C1=O (stereo unspecified) | 2 | 1.9 | /
CCOC(=O)/C(C#N)=C/C1=C(N2CCCC2)CC(C)(C)OC1 | -0.18 | -0.06 | -52
CCN(c1ccccc1)S(=O)(=O)c1ccc(C(=O)Nc2nnc(COC)o2)cc1 | 0.28 | -0.3 | 14
CC(Oc1ccc(Br)cc1)C(=O)Nc1ccncc1 (stereo unspecified) | / | / | -106
COc1ccc2nc(/C=N/NC(=O)[C@H](C)NC(=O)OC(C)(C)C)ccc2c1 | -0.83 | -0.58 | 19
CC(C)Oc1ccccc1OCCCOc1cccc2cccnc12 | / | / | -10
Cc1occc1-c1nnc(SCc2nc3ccccc3c(=O)n2CC#N)n1C | 0.95 | 1.1 | /
CC(=O)Nc1ccc(N=Nc2c(C)[nH]n(C(N)=S)c2=O)cc1 | / | / | -93
CC(=O)N1CCC(N(CCN2CCOCC2)C(=S)Nc2cc(C)cc(C)c2)CC1 | / | / | -6
O=C(N/N=C/c1c(Cl)cccc1Cl)c1cccc(F)c1 | 0.72 | 1.1 | 23
COc1ccc(OC)c(C(=O)COC(=O)c2cc(C)oc2C)c1 | -1.3 | -1.7 | 14
CC(C)(C)NCC(=O)c1c[nH]c2ccccc12 | 1.2 | 2.4 | /
CCn1c(CCNC(=O)c2ccc(Cl)cc2)n[nH]c1=S | 0 | -0.44 | -7
CCCC1CC(CSc2ncn[nH]2)OC1=O (stereo unspecified) | 1.3 | 0.99 | 0
Nc1cc(=O)[nH]c(SCC(=O)Nc2ccc(S(=O)(=O)N3CCOCC3)cc2)n1 | 0.5 | -0.37 | -78
CCOC(=O)C(C)Sc1nnc(CSc2nc3nc(C)cc(C)n3n2)o1 (stereo unspecified) | 0.4 | 0.13 | 13
COc1ccc(NC(=S)N2CCC(N(C)CCN3CCOCC3)CC2)cc1Cl | 1.1 | 1.3 | -3
COc1ccc(/C=N/NC(=O)c2ccc(N(C)S(=O)(=O)c3ccccc3)cc2)cc1 | / | / | 6
O=C(Cn1cc(C(F)(F)F)ccc1=O)Nc1cccc(S(=O)(=O)N2CCOCC2)c1 | 1.6 | 0.82 | /
CCOc1ccc(NCC(=O)N/N=C/C=C/c2ccccc2)cc1 | 0.93 | 1.7 | -35
COc1ccc2c(c1)c1ncnc(N3CCN(Cc4ccc5c(c4)OCO5)CC3)c1n2C | -1.1 | -1.1 | /
COC(=O)[C@@]1(Cc2ccc(OC)cc2)[C@H]2c3cc(C(=O)N(C)C)n(CCSCCO)c3C[C@H]2CN1C(=O)c1ccccc1 | 0.56 | 0.12 | 35
CN(CCCNC(=O)C1CCCN(S(=O)(=O)c2cnc[nH]2)C1)c1ccccc1 (stereo unspecified) | 0.93 | 0.41 | /
Cc1nc(CCNC(=O)Cc2ccc(F)cc2)cs1 | -0.53 | -0.69 | /

Of the compounds above, 12 contain a Cl atom:
SMILES | sdo1 growth | sdo1 growth Rescue 24 h | INS promoter inh
N#Cc1c(-c2ccccc2)ccn(Cc2ccc(Cl)cc2)c1=O | -1.4 | -0.91 | -9
CS(=O)(=O)N(Cc1ccccc1Cl)c1ccc(C(=O)NCc2ccccn2)cc1 | 0.24 | -0.23 | -29
O=C(c1sc2ccccc2c1Cl)N1CCN(c2ccccc2F)CC1 | -0.08 | -0.32 | /
O=C(NCc1ccccc1Cl)c1ccc(S(=O)(=O)Nc2cccc(C(F)(F)F)c2)cc1 | -0.58 | -0.16 | -17
Cc1ccc(NC(=O)Cn2c(C)cc(C)c(C#N)c2=O)c(Cl)c1 | 0.5 | -0.06 | /
NC(=S)n1[nH]c(-c2ccc([N+](=O)[O-])cc2)c(N=Nc2cccc(Cl)c2)c1=O | / | / | 6
O=C(NCc1ccco1)c1ccc(COc2ccccc2Cl)cc1 | -1.5 | -1.3 | /
CC1=NN(C(=O)COc2ccccc2C)C(O)(c2ccc(Cl)cc2)C1 (stereo unspecified) | -0.59 | -1 | /
COC(=O)c1cc(NC(=O)CN(c2cccc(OC)c2)S(=O)(=O)c2ccccc2)ccc1Cl | -0.06 | 0.31 | /
O=C(N/N=C/c1c(Cl)cccc1Cl)c1cccc(F)c1 | 0.72 | 1.1 | 23
CCn1c(CCNC(=O)c2ccc(Cl)cc2)n[nH]c1=S | 0 | -0.44 | -7
COc1ccc(NC(=S)N2CCC(N(C)CCN3CCOCC3)CC2)cc1Cl | 1.1 | 1.3 | -3
